tim10-1 inh – inhibits growth of tim10-1 mutant yeast | inhibition, % at 20 µM | 2.2% of 330,000 active | S. cerevisiae tim10-1 ts strain growth, BacTiter-Glo, 24 h;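 active = inhibition of at least 40%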;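 also: mutant grown at 25 °C; 0% = DMSO wells with yeast and 100% = wells holding no yeast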
tim23-1 inh – growth inhibitors of tim23-1 mutant yeast; 1.3% of 330,000 active; S. cerevisiae tim23-1 growth, BacTiter-Glo luminescence, 24 h; AID 463212; inhibition, % at 20 µM;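 active = growth inhibition of the mutant yeast at or above 50%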;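 also: temperature-sensitive mutant grown at 25 °C; plate controls were DMSO-treated mutant yeast for no effect and medium wells lacking yeast for full effect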
Mdm2-MdmX inh – inhibitors of human Mdm2/MdmX interaction. 3% of 330,000 active. inhibition, % at 8 µM. AID 485346. SaOS-2 split-luciferase Mdm2/MdmX complementation, luminescence;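 active = inhibition of at least 50% at 8 µM in the primary screen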
Target sequence (O15151 whole entry, looked up): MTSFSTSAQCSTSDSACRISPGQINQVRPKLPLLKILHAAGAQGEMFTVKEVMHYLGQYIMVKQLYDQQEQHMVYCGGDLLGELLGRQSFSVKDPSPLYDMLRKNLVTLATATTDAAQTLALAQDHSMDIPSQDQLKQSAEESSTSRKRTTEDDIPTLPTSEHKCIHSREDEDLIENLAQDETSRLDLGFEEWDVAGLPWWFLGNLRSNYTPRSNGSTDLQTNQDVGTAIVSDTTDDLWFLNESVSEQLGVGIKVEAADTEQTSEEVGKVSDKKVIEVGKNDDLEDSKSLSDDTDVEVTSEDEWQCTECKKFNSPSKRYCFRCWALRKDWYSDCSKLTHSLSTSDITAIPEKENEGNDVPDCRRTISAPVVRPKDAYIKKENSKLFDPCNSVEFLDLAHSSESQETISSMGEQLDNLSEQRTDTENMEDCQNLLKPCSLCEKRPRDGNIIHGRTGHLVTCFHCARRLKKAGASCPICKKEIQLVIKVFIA
Target sequence (Q00987 whole entry, looked up): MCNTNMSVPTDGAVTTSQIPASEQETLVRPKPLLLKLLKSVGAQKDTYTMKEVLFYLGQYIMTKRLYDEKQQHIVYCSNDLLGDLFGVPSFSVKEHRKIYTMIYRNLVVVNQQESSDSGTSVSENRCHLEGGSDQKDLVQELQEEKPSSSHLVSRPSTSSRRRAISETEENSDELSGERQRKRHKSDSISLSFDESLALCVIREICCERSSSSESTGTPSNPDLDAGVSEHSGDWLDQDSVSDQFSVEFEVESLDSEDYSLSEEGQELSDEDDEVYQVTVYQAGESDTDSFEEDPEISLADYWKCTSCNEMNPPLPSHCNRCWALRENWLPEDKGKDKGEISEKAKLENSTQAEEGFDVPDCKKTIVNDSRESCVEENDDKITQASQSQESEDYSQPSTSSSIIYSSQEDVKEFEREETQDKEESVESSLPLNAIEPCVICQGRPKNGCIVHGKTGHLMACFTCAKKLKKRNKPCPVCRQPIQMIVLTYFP
Jurkat NFkB inh – inhibitors of the PMA/ionomycin-induced NF-kB reporter in Jurkat cells. PMA/ionomycin-induced NF-kB luciferase reporter, luminescence. inhibition, % at 4 µM. 0.53% of 330,000 active; in the data active = inhibition above about 50%
UPR XBP1 act – activators of adaptive arm of unfolded protein response (XBP1) | CHO-XBP1 luciferase reporter, IRE1-XBP1 UPR activation, luminescence; percent of tunicamycin response, DMSO as zero | 0.33% of 330,000 active | activation, % at 20 µM;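 active = versus positive control, 20 µM dose yields 30% or more activation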;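 also: 100% = tunicamycin at 10 µg/mL and 0% = DMSO only wells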
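Material: CHO-XBP1 cells stably carrying IRE1-XBP1-driven luciferase reporter / Amount: 1000 cells per well / Compound: 20 µM, 1% DMSO / Times: 6 h treatment, 37 °C / Detection: luciferase luminescence / Measure: % activation of reporter signal versus tunicamycin and DMSO controls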
TIM10 inh – inhibits growth of TIM10 yeast strain | S. cerevisiae TIM10 strain growth, BacTiter-Glo luminescence, 24 h | inhibition, % at 10 µM | 1.4% of 330,000 active | AID 463195;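 active = inhibition of 40% or more at the single tested concentration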;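 also: wild-type TIM10 isogenic control strain grown at permissive 25 °C; 0% = DMSO yeast wells and 100% = minimal medium wells without yeast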
CHOP UPR activ – apoptotic UPR (CHOP) activation | CHO-CHOP luciferase reporter, luminescence; percent of tunicamycin response over DMSO baseline | activation, % at 10 µM | 0.34% of 330,000 active | AID 449763;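 active = at 10 µM dose, activation of 40% or more, normalized to positive control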;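 also: 100% = tunicamycin at 10 µg/mL and 0% = DMSO alone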
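Dosing – one dose, 10 µM in 0.5% DMSO · System – CHO-CHOP cells, stable luciferase reporter of PERK-eIF2a-CHOP signalling · Input – 500 cells/well · Control set – tunicamycin 10 µg/mL final as positive, DMSO-only wells as negative · Timing – 6 h compound treatment, 37 °C · Measure – % activation vs tunicamycin · Technique – luminescence read with Steady-Glo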
697 NFkB inh – lowers PMA/ionomycin-induced NF-kB signal in 697 B cells. AID 435022. 697 B-cell NF-kB luciferase reporter, 16 h. 0.33% of 330,000 active. inhibition, % at 4 µM; in the data active = inhibition above about 35%
* hit, by the source's call; nt = no result given. Hits appear at their usual frequency; any-hit rate near 6.6%.

SMILES	tim10-1 inh	tim23-1 inh	Mdm2-MdmX inh	Jurkat NFkB inh	UPR XBP1 act	TIM10 inh	CHOP UPR activ	697 NFkB inh
Cc1cc(C)c(C(=O)C[n+]2cccc(C(N)=O)c2)c(C)c1	8	23	2	-16	-2	-1	3.5	-1
O=C(COc1ccc(Cl)cc1)NC1=NN(c2ccccc2)C(=O)C1	23	23	-1	3	0	6	2.0	5
CC1CCC(NC(=O)CCNS(=O)(=O)c2ccc3c(c2)CCC(=O)N3)CC1 (centres undefined)	-2	-2	0	5	-3	3	-1.8	6
Cc1nc2cc(C(F)(F)F)ccc2n1CCNc1nc(-c2ccc([N+](=O)[O-])c(Cl)c2)cs1	29	-6	34	2	-4	0	0.0	10
Cc1onc(-c2c(Cl)cccc2Cl)c1C(=O)Nc1ccc2c(c1)OCCO2	20	20	15	4	-2	26	-3.4	-7
Cc1ccc(S(=O)(=O)N2CCCC(C(=O)NCc3ccccc3F)C2)cc1 (centres undefined)	-4	1	20	9	-3	13	2.1	7
C=CCN1C(=O)C2(NNc3ccccc3O2)c2ccccc21 (centres undefined)	1	36	42	-11	0	34	1.0	11
O=C(NCc1ccncc1)c1ccc2nc(Cc3ccccc3F)oc2c1	22	9	-17	-10	-4	-2	-1.8	-44
CCO[C@H]1OC(C(=O)NC2CC2)=C[C@@H](c2ccc(C(F)(F)F)cc2)[C@@H]1CCCO	17	15	3	9	-2	19	0.8	11
Cc1cccc(C)c1NC(=O)CS(=O)CC(=O)NC1CCCc2ccccc21 (centres undefined)	12	2	22	-10	-1	-14	1.0	13
Cc1ccccc1OCc1occc1C(=O)Nc1cccc(-n2cnnn2)c1	23	10	59*	45	-3	-5	1.1	-49
CC(C)(C)c1ccc(C(=O)O)c(C(=O)c2ccccc2)c1	14	18	-2	-14	-1	9	-0.8	-16
Cc1nn(-c2ccccc2)c(Cl)c1C(=O)Nc1c(C)n(C)n(-c2ccccc2)c1=O	15	14	5	-33	-3	-5	-0.6	-4
Cc1ccccc1NC(=O)COc1coc(CN2CCCc3ccccc32)cc1=O	10	10	10	11	0	-3	0.3	5
CCOC(=O)C1CCCN(C(=O)COc2ccc(N(C)S(=O)(=O)c3ccc(F)cc3)cc2)C1 (centres undefined)	-7	16	14	13	-1	-22	1.4	-2
CN(C)/C=C(\C=O)c1onc(-c2ccccc2Cl)c1C#N	20	18	12	-18	-3	-25	1.0	7
C=CCn1c(C)nnc1SCC(=O)Nc1nccs1	3	14	-21	-3	-5	14	2.9	-8
Cn1c(SCC(=O)Nc2cccc(O)c2)nnc1-c1ccc(S(=O)(=O)N2CCOCC2)cc1	-11	17	-1	7	-2	-4	-0.1	3
Cc1ccc2c(c1)c1c3n2CCN(C(=O)CN2CCN(C)CC2)C3CCC1 (centres undefined)	9	7	43	1	-1	17	3.0	-6
CC(=O)N(CC(=O)O)c1ccccc1C(=O)O	-12	-8	9	-17	1	-7	-2.5	-7
CCOc1ccc2nc(N3CCCC(C(=O)NCCCN4C(C)CCCC4C)C3)sc2c1 (centres undefined)	14	-6	25	-49	5	-1	3.2	-42
O=C(CC(NC(=O)C(F)(F)F)c1ccccc1)Nc1nnc(CCc2ccccc2)s1 (centres undefined)	-3	1	27	4	-4	9	-2.2	-51
CCN(CC)CCn1c(/N=C/c2cc(Br)ccc2O)nc2ccccc21	0	46	7	2	-3	11	-0.3	-20
CCOC(=O)Cc1csc(NC(=O)c2csc(C)c2)n1	-13	7	1	5	1	-3	-1.0	9
COc1ccc2nc(-c3cccc(N)c3)[nH]c2c1	-13	-2	-51	-113	-2	1	1.5	-91

By substructure, those above with two or more sulfur atoms.
SMILES	tim10-1 inh	tim23-1 inh	Mdm2-MdmX inh	Jurkat NFkB inh	UPR XBP1 act	TIM10 inh	CHOP UPR activ	697 NFkB inh
C=CCn1c(C)nnc1SCC(=O)Nc1nccs1	3	14	-21	-3	-5	14	2.9	-8
Cn1c(SCC(=O)Nc2cccc(O)c2)nnc1-c1ccc(S(=O)(=O)N2CCOCC2)cc1	-11	17	-1	7	-2	-4	-0.1	3
CCOC(=O)Cc1csc(NC(=O)c2csc(C)c2)n1	-13	7	1	5	1	-3	-1.0	9

Entries of single compounds as entered above:
CCOC(=O)Cc1csc(NC(=O)c2csc(C)c2)n1 is entered as tim10-1 inh = -13; tim23-1 inh = 7; Mdm2-MdmX inh = 1; Jurkat NFkB inh = 5; UPR XBP1 act = 1; TIM10 inh = -3; CHOP UPR activ = -1.0; 697 NFkB inh = 9
Cc1cc(C)c(C(=O)C[n+]2cccc(C(N)=O)c2)c(C)c1 is entered as tim10-1 inh = 8; tim23-1 inh = 23; Mdm2-MdmX inh = 2; Jurkat NFkB inh = -16; UPR XBP1 act = -2; TIM10 inh = -1; CHOP UPR activ = 3.5; 697 NFkB inh = -1

An excerpt from above in order of SMILES length, lowest first:
SMILES	tim10-1 inh	tim23-1 inh	Mdm2-MdmX inh	Jurkat NFkB inh	UPR XBP1 act	TIM10 inh	CHOP UPR activ	697 NFkB inh
Cc1onc(-c2c(Cl)cccc2Cl)c1C(=O)Nc1ccc2c(c1)OCCO2	20	20	15	4	-2	26	-3.4	-7
Cc1nn(-c2ccccc2)c(Cl)c1C(=O)Nc1c(C)n(C)n(-c2ccccc2)c1=O	15	14	5	-33	-3	-5	-0.6	-4
Cc1nc2cc(C(F)(F)F)ccc2n1CCNc1nc(-c2ccc([N+](=O)[O-])c(Cl)c2)cs1	29	-6	34	2	-4	0	0.0	10

The results go on.
SMILES	tim10-1 inh	tim23-1 inh	Mdm2-MdmX inh	Jurkat NFkB inh	UPR XBP1 act	TIM10 inh	CHOP UPR activ	697 NFkB inh
O=C(NCCCCc1ccccc1)c1cccc([N+](=O)[O-])c1	-6	22	7	0	3	4	0.9	3
N#CCSc1nc2ccccc2c(=O)n1CCC(=O)NC1CCCCC1	22	6	3	-25	0	-2	-1.0	2
COc1ccc2c3n([n+]([O-])c2c1)CCN=C3c1cc(Cl)c(N)c(Cl)c1	9	12	28	7	-1	5	3.0	-13
Cc1cc([N+](=O)[O-])nn1Cc1noc(C(=O)NCc2ccc3c(c2)OCO3)n1	8	8	1	-2	-4	3	0.8	7
CC(CCc1ccccc1)NC(=O)COC(=O)c1cccn1C (centres undefined)	9	29	-4	10	-1	9	2.1	18
O=S(=O)(c1ccc(=S)[nH]c1)N1CCN(Cc2ccccc2)CC1	-4	10	11	3	-4	5	0.7	6
O=C(O)CN1C(=O)/C(=C\c2cc(Br)ccc2OCc2ccc([N+](=O)[O-])cc2)SC1=S	-5	53*	-4	2	-4	30	1.6	10
COc1ccc(C(=O)Nc2cc(=O)n(C)c(=O)n2C)cc1	-7	4	5	-15	-2	9	0.6	7
COc1ccc(CNC(=O)CN(Cc2ccco2)C(=O)CNS(=O)(=O)c2ccc(F)cc2)cc1	-8	3	12	-5	-3	12	-1.6	-11
Cc1ccc(S(=O)(=O)c2cn(Cc3ccc(F)cc3)c3cc4c(cc3c2=O)OCO4)cc1	16	15	0	5	-2	26	0.0	-77
C=CCNC(=O)/C=C/c1c(F)cccc1Cl	35	29	-19	-18	3	12	2.4	-29
O=C(CCNS(=O)(=O)c1ccc(Br)s1)N1CCCCC1	19	20	5	-6	-3	-3	2.6	18
O=C(O)CCC(CNS(=O)(=O)c1ccccc1)C(F)(F)F (centres undefined)	-13	14	-37	1	-1	9	-1.6	23
COc1cc(C2CC(=O)Oc3cc(OC)c(OC)c(OC)c32)cc(OC)c1OC (centres undefined)	2	27	-1	nt	0	-11	3.1	13
COc1cc(/C=N/NC(=O)c2cncc(Br)c2)cc([N+](=O)[O-])c1O	2	-8	56*	5	-2	-49	-0.6	8
O=C(NC1CCCCCCC1)c1cc([N+](=O)[O-])ccc1Cl	13	34	17	-18	-3	-6	1.9	-36
CC1CCc2cc(F)ccc2N1C(=O)c1cccnc1 (centres undefined)	-13	-4	37	-7	-2	-1	0.0	1
CCOC(=O)C1=C(C)N(C)C(=S)NC1c1ccccc1 (centres undefined)	8	11	-10	9	-1	1	2.5	-11
CN(Cc1ccccc1)c1ccc(C(=O)O)cc1[N+](=O)[O-]	5	17	-13	4	-2	13	-0.7	29
CC(O)c1nc2cc([N+](=O)[O-])ccc2n1Cc1ccccc1 (centres undefined)	1	13	18	14	0	4	-1.6	-2
COc1ccc(C(=O)NC2CCN(Cc3c(F)cccc3Cl)CC2)cc1OC	9	-8	9	0	-2	-16	0.3	-8
COC(=O)CCCCCN1C(=O)/C(=C\c2ccncc2)SC1=S	13	43	27	10	0	42*	0.1	-5
O=C(O)COc1ccc2c(c1)OCCO2	2	8	1	17	0	9	-1.2	11
COc1cccc(CNS(=O)(=O)c2c(C)[nH]c(C)c2C(=O)N2CCCC2)c1	4	-3	2	7	-2	19	-1.0	3
CC(=O)Nc1nc2ccccc2n1Cc1ccccc1Cl	46*	27	67*	-10	5	16	0.1	-24

Among those listed so far, these have an NH in an aromatic ring:
SMILES	tim10-1 inh	tim23-1 inh	Mdm2-MdmX inh	Jurkat NFkB inh	UPR XBP1 act	TIM10 inh	CHOP UPR activ	697 NFkB inh
COc1ccc2nc(-c3cccc(N)c3)[nH]c2c1	-13	-2	-51	-113	-2	1	1.5	-91
O=S(=O)(c1ccc(=S)[nH]c1)N1CCN(Cc2ccccc2)CC1	-4	10	11	3	-4	5	0.7	6
COc1cccc(CNS(=O)(=O)c2c(C)[nH]c(C)c2C(=O)N2CCCC2)c1	4	-3	2	7	-2	19	-1.0	3

(continued)
SMILES	tim10-1 inh	tim23-1 inh	Mdm2-MdmX inh	Jurkat NFkB inh	UPR XBP1 act	TIM10 inh	CHOP UPR activ	697 NFkB inh
CC(NC(=O)c1ccc(F)cc1)c1nc2ccccc2n1Cc1ccccc1F (centres undefined)	42*	27	8	2	-2	8	-0.1	13
CC(=O)Oc1ccc(NC(=O)Cc2ccccc2)c(C(=O)O)c1	-5	1	13	6	-2	-8	-1.8	-2
COc1ccc(OC)c(NC(=O)CSc2nnnn2C)c1	-2	-6	6	19	-2	10	-0.7	4
COCc1c(C(=O)N/N=C(/C)c2ccccc2)nnn1-c1nonc1N	-4	23	11	-6	0	-10	-0.8	2
CC1CCCCC1NC(=O)C1Cc2ccccc2CN1S(C)(=O)=O (centres undefined)	-4	13	-23	-6	-2	1	-2.6	-6
CC1=NN(C(N)=S)C(=O)C1N=Nc1ccc(S(N)(=O)=O)cc1 (centres undefined)	-14	3	5	2	-2	-15	0.9	4
O=C(CN(c1ccccn1)S(=O)(=O)c1ccccc1)N/N=C/c1cccc([N+](=O)[O-])c1	-9	-5	5	-8	-2	-14	-0.6	8
O/N=C/c1ccc2ccccc2n1	-18	-8	-3	-41	3	-11	2.4	-34
Cc1ccc(S(=O)(=O)c2c(C)nn(C(C)(C)C)c2OC(=O)c2cccs2)cc1	30	51*	42	25	-5	24	0.5	-5
CCC(OC(=O)c1ccco1)C(=O)NCc1ccc(C)cc1 (centres undefined)	19	-9	17	-7	2	-2	0.1	33
CCOCCC(=O)Nc1cc(Cl)ccc1OC	11	1	4	7	-4	2	-1.0	3
COc1ccc(O)c(/C=N/NC(=O)c2cccc(N3CCCC3=O)c2)c1	12	-10	55*	14	0	-4	1.2	-14
COc1ccc(S(=O)(=O)NC2CC(=O)N(c3ccc(C)c(C)c3)C2)cc1 (centres undefined)	15	11	7	5	-5	-9	-0.5	-12
